High-throughput results from PubChem.
SW480 rereplic: induces DNA re-replication in SW480 colon adenocarcinoma cells | SW480 DNA re-replication, Hoechst DNA content imaging, 48 h | Potency, µM (doses to about 46.1 µM), for inactives: at the top dose re-replication activation, usual class: activators | 340,000 compounds, 1.8% hits; further: potency means the concentration at half of the fitted maximal effect; % of control where 0% means no effect; nearly all actives have a fitted effect of over 55% in size
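Readout is total intensity of Hoechst-stained nuclei, excited at 405 nm and collected at 500-530 nm. Compound treatment lasted 48 hr at 37 C in 5% CO2 before staining.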
HepG2 tox: counter-screen for TGF-b inhibitors: cytotoxicity in HepG2 cells; HepG2 CAGA-GFP viability, ATP luminescence, 18 h; Potency, µM (top dose mostly 46.1 µM), for inactives: at the highest dose activity change, negative = cytotoxicity, hits mostly cytotoxic; 410,000 compounds, 0.76% hits; AID 588856; further: potency means the concentration at half of the fitted maximal effect; some results filed as inactive show a strong effect at the top dose
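HepG2 CAGA-GFP cells (1000/well, DMEM with 1% FBS) received compound, then TGF-beta at 500 pg/mL final, and were incubated 18 hours at 37 degrees C. Viability was read by CellTiter-Glo luminescence. Media-only wells were set as complete cell-killing and DMSO as no toxicity.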
HT1080 IDH1KD tx: toxicity to HT-1080 IDH1 knockdown cells (counter line); HT-1080 IDH1 knockdown viability, ATP luminescence, 48 h; Potency, µM (series often up to 46.1 µM), for inactives: at the highest dose activity, negative = toxicity, actives largely listed as cytotoxic; 360,000 compounds, 2% hits;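 further: potency means the concentration at half of the fitted maximal effect; 0% = DMSO wells and -100% = cell-free medium wells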
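In this qHTS, HT-1080 cells depleted of IDH1 are exposed for 48 h at 37 °C to compound titrations. Toxicity is scored from CellTiter-Glo luminescence, with DMSO as full viability and medium alone as none.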
KB-3-1 tox: kills parental KB-3-1 adenocarcinoma cells; KB-3-1 viability, CellTiter-Glo ATP luminescence, 72 h; Potency, µM (top dose mostly 46.1 µM), for inactives: top-dose activity change, negative = cytotoxic, usual class: cytotoxic; 400,000 compounds, 1.4% hits; AID 1347075; further: potency means the concentration at half of the fitted maximal effect; on the % scale 0 is the no-effect control and ±100 the full control effect; nearly all actives have a fitted effect of over 60% in size
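Screening of KB-3-1 cells (DMEM, 10% FBS, phenol-red free) ran from lowest to highest compound concentration; after 72 h at 37 °C viability was read luminescently and curves fitted.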
HT1080NT lethal: kills 2HG-producing HT-1080-NT fibrosarcoma cells | HT-1080-NT fibrosarcoma viability, CellTiter-Glo ATP luminescence, 48 h | Potency, µM (doses to about 46.1 µM), for inactives: top-dose activity, negative = less viability, usual class: cytotoxic | 360,000 compounds, 1.6% hits | AID 686970;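 further: NT is the 2HG producing partner of a matched IDH1 knockdown line; potency means the concentration at half of the fitted maximal effect; 0% = DMSO-treated cells and -100% = media-only wells without cells; nearly all actives have a fitted effect of over 55% in size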
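Toxicity toward the 2HG-producing NT line was scored as %Activity, normalised to DMSO and no-cell wells, from CellTiter-Glo luminescence after 48 hours' treatment.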
S2 tox: cell viability loss in ATXN counter-screen; S2 cells (HEK-293 line with an ATXN2-luciferase reporter) viability, CellTiter-Fluor protease fluorescence, 24 h; Potency, µM (top dose mostly 56.7 µM), hits mostly cytotoxic; 400,000 compounds, 0.49% hits; further: potency means the concentration at half of the fitted maximal effect; nearly all actives have a fitted effect of over 40% in size
ATXN2 expr inh: reduces ATXN2 reporter expression in HEK-293 cells | 360,000 compounds, 0.72% hits | HEK-293 ATXN2-luciferase reporter, luminescence, 24 h | Potency, µM (top dose mostly 57 µM), without a hit: at the highest dose activity change, negative = inhibition, usual class: inhibitors; further: potency means the concentration at half of the fitted maximal effect; on the % scale 0 is the no-effect control and ±100 the full control effect; nearly all actives have a fitted effect of over 55% in size
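qHTS (up to 57 uM final) was run with 24 h compound exposure of reporter cells at 37 °C. Each well was multiplexed: SteadyGlo luminescence measured ATXN2-luciferase expression after a fluorogenic Gly-Phe-AFC viability readout (25 uM final).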
MCF10A rereplic: inducers of DNA re-replication in MCF 10A breast cells; MCF 10A DNA re-replication, Hoechst nuclear intensity, 48 h; Potency, µM (doses to about 46.1 µM), for inactives: at the highest dose activity, positive = re-replication, usual class: activators; 350,000 compounds, 2.9% hits; further: potency means the concentration at half of the fitted maximal effect; % of control where 0% means no effect; nearly all actives have a fitted effect of over 50% in size
IL1B secr inh: inhibitors of inflammasome signaling (IL-1 beta secretion) | THP-1 LPS/ATP IL-1B secretion, AlphaLISA, 16 h; stronger effect = lower value | 360,000 compounds, 4.7% hits | activity change, % at 57.5 µM; in the data active means activity change below about -50%; inconclusive means mostly about -30% to -49%; further: on the % scale 0 is the no-effect control and ±100 the full control effect
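Secreted IL-1B measured by AlphaLISA bead assay after 16 h compound exposure of THP-1 cells; compounds (final up to 57.5 uM) added 1 h before LPS (250 ng/mL) and ATP (1.25 mM) stimulation; lower signal means less secretion.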
Starred values were filed as active, the others as inactive; i = inactive; ? = inconclusive; . = no result given; & = joins results of further samples; [ ] = another dose, or the depositor's remark. Unless noted, the call rests on the fitted dose curve; in most records, active means well fitted curve in the direction sought with a large enough effect; inconclusive means small, poorly fitted or top-dose-only effect, or another doubt; inactive means no such curve, though single readings can be large; an effect the other way counts as inactive or inconclusive. Rows are unselected; about 8.9% have a hit in one of these screens.

SMILES	SW480 rereplic	HepG2 tox	HT1080 IDH1KD tx	KB-3-1 tox	HT1080NT lethal	S2 tox	ATXN2 expr inh	MCF10A rereplic	IL1B secr inh
O=C1CN(C(=O)COC(=O)CCS(=O)(=O)c2ccccc2Cl)c2ccccc2N1	15%	-22%	1%	9%	-16%	?	.	?	-25
CSCCC(NS(=O)(=O)c1ccc(Cl)cc1)C(=O)OCC(=O)NC1CC1 (stereo unspecified)	-8%	3%	3%	21%	-1%	i	-7%	-4%	17
COc1ccc(N(CC2CO2)S(=O)(=O)c2ccc(C)cc2)cc1 (stereo unspecified)	6%	0%	-18%	-5%	-15%	i	6%	12%	-18
CCc1cccc(NC(=O)C2CCCN2S(=O)(=O)c2ccc3c(c2)CC(C)N3C(C)=O)c1 (stereo unspecified)	2%	-2%	-11%	-5%	-5%	?	-9%	16%	18
O=C(NCCN1CCC(n2c(=O)[nH]c3ccccc32)CC1)c1cc(F)cc(F)c1	.	.	-1%	-4%	-18%	i	0%	.	-53*
COc1ccc(/C=C/C(=O)C2(O)CCCCC2)cc1	?	-4%	?	?	-6%	i	10%	?	-92*
O=C(NCc1ccccc1)c1cc2sccc2n1Cc1ccc(Cl)cc1	.	-33%	.	17%	.	i	-1%	.	.
Cc1ccc2c(c1)N(C(=O)CCC(=O)N1CCN(c3ccccc3)CC1)CCO2	-3%	-1%	12%	-3%	-3%	i	-14%	-5%	7
CCOc1ccc(C2CC(c3cccc(Cl)c3)n3nc(N)nc3N2)cc1 (stereo unspecified)	-11%	-19%	3%	?	0%	i	-10%	-5%	-23
Cc1nc2ccc(C(=O)NCCCN3CCCC3=O)cn2c1N(C)C(=O)CCc1ccccc1	.	0%	5%	0%	24%	i	5%	.	-9
c1ccc2ncccc2c1	-3%	-4%&6%	1%	?	-2%	i	4%	14%	28
O=C(CCCCCCCCC(=O)N1CCCCC1)N1CCCCC1	?	-6%	3%	?	8%	i	-21%	18%	27
CCOC(=O)c1cc2sccc2n1CC(=O)N1CCCc2ccccc21	2%	-25%	0%	-3%	0%	?	-4%	-7%	-50*
O=C1N/C(=N\N=C\c2cccs2)SC1Cc1ccc(Cl)cc1Cl (stereo unspecified)	-82%[inhibitor]	3%	?	7.3µM*	?	?	-24%	21%	20
O=C(C1CCCN1C(=O)c1cccs1)N1CCc2ccccc21 (stereo unspecified)	-1%	-3%	2%	-1%	1%	i	9%	3%	18
COc1ccc(NC(=O)c2ccc3ccccc3c2)cc1	-6%	-5%	11%	1%	19%	?	.	-2%	15
O=C1CC2(CCCCCC2)Oc2ccccc21	4%	-28%	0%	-4%	3%	i	3%	12%	45
O=C(CN1C(=O)C2C3C=CC(C3)C2C1=O)NCCc1ccccc1 (stereo unspecified)	?	6%	20%	0%	8%	i	16%	?	0
O=C(O)c1cnn(-c2ccccc2)c1-n1cccc1	-14%	0%	-1%	10%	-1%	i	5%	0%	16
COc1cccc(NC(=O)COC(=O)c2ccccc2C(=O)N(C)c2ccccc2)c1	-2%	-5%	-12%	-2%	0%	?	-12%	6%	24

The closing 6 compounds of the section above open the next one:
SMILES	SW480 rereplic	HepG2 tox	HT1080 IDH1KD tx	KB-3-1 tox	HT1080NT lethal	S2 tox	ATXN2 expr inh	MCF10A rereplic	IL1B secr inh
O=C(C1CCCN1C(=O)c1cccs1)N1CCc2ccccc21 (stereo unspecified)	-1%	-3%	2%	-1%	1%	i	9%	3%	18
COc1ccc(NC(=O)c2ccc3ccccc3c2)cc1	-6%	-5%	11%	1%	19%	?	.	-2%	15
O=C1CC2(CCCCCC2)Oc2ccccc21	4%	-28%	0%	-4%	3%	i	3%	12%	45
O=C(CN1C(=O)C2C3C=CC(C3)C2C1=O)NCCc1ccccc1 (stereo unspecified)	?	6%	20%	0%	8%	i	16%	?	0
O=C(O)c1cnn(-c2ccccc2)c1-n1cccc1	-14%	0%	-1%	10%	-1%	i	5%	0%	16
COc1cccc(NC(=O)COC(=O)c2ccccc2C(=O)N(C)c2ccccc2)c1	-2%	-5%	-12%	-2%	0%	?	-12%	6%	24
COc1ccc(NS(=O)(=O)c2ccc(Br)cc2)cn1	-5%	-5%	-16%	10%	-17%	i	1%	-5%	-12
O=C(/C=C/c1ccc(Cl)cc1)Nc1ccc(Br)cn1	-3%	-7%	21%	?	13%	i	-14%	-3%	-9
CCN(C(=S)Nc1ccc(C(C)=O)cc1)C1CCCCC1	-3%	-1%	-4%	1%	9%	i	24%	4%	-13
CC(C)(C)C1=C(C#N)C(c2cc3c(cc2Br)OCO3)C(C#N)=C(N)O1 (stereo unspecified)	-8%	3%	20%	-2%	12%	i	0%	-1%	41
C/C(Sc1nnc(Cc2ccccc2)o1)=C(/O)c1ccccc1	3%	5%	7%	-1%	-1%	i	5%	-3%	38
O=C(Cn1cnc2sc(-c3ccccc3)cc2c1=O)NCc1ccco1	?	0%	?	18µM*	?	i	12%	?	16
COc1cc(OC)cc(C(=O)NCc2cc(C)nc3ccccc23)c1	-2%	-4%	-11%	-26%	-10%	i	-9%	6%	42
CN(C)S(=O)(=O)c1ccc(C(=O)/C=C/c2cccnc2)cc1	21µM*	-6%	-17%	-24%	-2%	i	6%	16µM*	-4
CCc1ccc(-c2ccc(C(=O)C(F)(F)F)[nH]2)cc1	0%	-27%	-5%	-9%	-2%	i	18%	9%	-22
C=CCC[C@@H](Cc1ccc(F)cc1)C(=O)OC[C@H](Cc1c[nH]c2ccccc12)NC(=O)[C@H](CC=C)CC(=O)N(CCO)Cc1ccccc1	?	-35%	?	0%	?	22µM*	-17%	?	-7
O=C(O)CONC(=O)c1cc(OCC(F)(F)F)ccc1OCC(F)(F)F	-1%	0%	6%	0%	8%	i	-7%	1%	4
Cc1nc(NCc2ccccn2)c2c3c(sc2n1)CCCC3	9%	-7%	-21%	4%	-25%	i	-24%	?	-54*
N#CCCN(CCCN1CCOCC1)CN1C(=O)c2ccccc2C1=O	.	7%	6%	17%	-1%	i	.	.	0
CC(=O)c1ccc(N2CCN(c3ncnc4onc(C)c34)CC2)cc1	.	-7%	.	21µM*	.	i	-14%	.	.
O=C(N1CCN(CCO)CC1)N1c2ccccc2C=Cc2ccccc21	-2%	3%	-5%	14%	0%	i	12%	-4%	14
CCOC(=O)C1=CCN(S(=O)(=O)c2cccc(Cl)c2)C1c1ccc(F)cc1 (stereo unspecified)	.	-20%	?	-3%	-25%	?	-24%	.	-20
O=C(C[n+]1ccccc1)N/N=C/c1cccs1	-3%	1%	19%	-8%	3%	i	2%	-6%	11
COC(=O)c1cccc(NC(=O)Nc2ccc(Cl)cc2)c1	-54%[inhibitor]	-12%	-16%	-2%	-13%	i	0%	?	.
COc1cccc(C(=O)Nn2c(-c3cccs3)nc3ccccc3c2=O)c1OC	-2%	-2%	-3%	5%	0%	i	-20%[11.3 µM]	17%	25
Cc1cc(C)nc(S/C=C/C(=O)c2ccccc2)n1	4.6µM*	-75%	3.7µM*	0%	5.2µM*	?	?	1.3µM*	-104*

Copied from above (4 entries):
SMILES	SW480 rereplic	HepG2 tox	HT1080 IDH1KD tx	KB-3-1 tox	HT1080NT lethal	S2 tox	ATXN2 expr inh	MCF10A rereplic	IL1B secr inh
O=C(C[n+]1ccccc1)N/N=C/c1cccs1	-3%	1%	19%	-8%	3%	i	2%	-6%	11
COC(=O)c1cccc(NC(=O)Nc2ccc(Cl)cc2)c1	-54%[inhibitor]	-12%	-16%	-2%	-13%	i	0%	?	.
COc1cccc(C(=O)Nn2c(-c3cccs3)nc3ccccc3c2=O)c1OC	-2%	-2%	-3%	5%	0%	i	-20%[11.3 µM]	17%	25
Cc1cc(C)nc(S/C=C/C(=O)c2ccccc2)n1	4.6µM*	-75%	3.7µM*	0%	5.2µM*	?	?	1.3µM*	-104*

More results.
SMILES	SW480 rereplic	HepG2 tox	HT1080 IDH1KD tx	KB-3-1 tox	HT1080NT lethal	S2 tox	ATXN2 expr inh	MCF10A rereplic	IL1B secr inh
COc1ccc(Nc2nc(Nc3ccc(OC)cc3OC)nc(N3CCN(C)CC3)n2)c(OC)c1	?	19%	-12%	-20%	-23%	.	-17%	?	.
Cn1cnc([N+](=O)[O-])c1Oc1cccc(O)c1	0%	-6%	-23%	5%	-7%	i	8%	?	-105*
COc1cccc(N2C(=O)CC(N3CCN(CCN=CC4=C(O)CC(C)(C)CC4=O)CC3)C2=O)c1 (stereo unspecified)	-5%	0%	10%	13%	20%	i	-2%	-1%	12
Cc1cc(N/N=C/c2cccc(Cl)c2)nc(-n2nc(C)cc2C)n1	?	-41%	?	-16%	?	?	?	?	8
Cc1sc2ncnc(SCC(=O)N3CCOCC3)c2c1C	-1%	-1%	-3%	-1%	13%	i	.	8%	-6
CN(C(=O)CSc1nnc(NC2CCCCC2)s1)C1CCS(=O)(=O)C1 (stereo unspecified)	1%	19%	17%	9%	16%	i	-1%	-6%	-12
COCC1CCN(C(=O)C2CCC(=O)N(C3CCCC3)C2)CC1 (stereo unspecified)	-5%	1%	5%	8%	7%	i	19%	-1%	7
CCCCC(=O)OC1=CN(Cc2ccccc2)S(=O)(=O)c2ccccc21	.	-4%	.	0%	.	i	1%	.	.
Cc1ccc(C)c(CN2C(=O)c3ccccc3S(=O)c3ccc(C(=O)N4CCOCC4)cc32)c1 (stereo unspecified)	.	-30%	.	3%	.	i	-6%	.	.
CCOc1ccc(C(=O)N2CCN(C(=O)c3ccco3)CC2)cc1OCC	-4%	18%	-25%	0%	-17%	i	3%	-16%	14
